# HP1b binding inh = HP1-beta chromodomain-methylated histone interaction inhibition. AlphaScreen HP1-beta / biotin-H3K9me3 peptide binding. Potency, µM (titrated, usually from 114 µM), for inactives: top-dose activity change, negative = inhibition, actives largely listed as inhibitors. actives 0.56% (n = 390,000). AID 540317; also: nearly all actives have a fitted effect of over 70% in size; inactives centre near 23
# Target sequence (P83916 whole entry, looked up): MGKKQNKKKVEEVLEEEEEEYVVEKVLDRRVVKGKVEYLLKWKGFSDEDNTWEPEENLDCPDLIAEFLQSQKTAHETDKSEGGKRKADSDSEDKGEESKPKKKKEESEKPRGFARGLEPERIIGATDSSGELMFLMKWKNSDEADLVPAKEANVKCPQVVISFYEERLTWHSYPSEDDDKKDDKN
#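 AlphaScreen: HP1-beta (50 nM) preformed 30 min with biotin-H3(1-18)K9me3 peptide (50 nM) in PBS pH 7.4, 0.01% Tween-20. Compound added for 30 min at RT, then streptavidin donor/nickel chelate acceptor beads (10 ug/mL) for 30 min.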
# Tb PGK inh = T. brucei PGK inhibition | P07378 | PGK/GAPDH coupled, Kinase-Glo luminescence, 60 min | Potency, µM (series often up to 57.5 µM), for the others: at the highest dose activity change, negative = inhibition, actives largely listed as inhibitors | actives 0.043% (n = 380,000); also: % is scaled to controls: 0 for no effect and ±100 for the full control effect; nearly all actives have a fitted effect of over 60% in size
#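 Recombinant glycosomal PGK reaction used 1,3-bisphosphoglycerate generated in-well by GAPDH (100nM final) in 100mM TEA pH 7.6, 5mM MgCl2, 0.01% Tween-20. After 60 minutes at room temperature, ATP was read by Kinase-Glo Plus luminescence end-point.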
# BAZ2B block = BAZ2B (human) inhibition | Potency, µM (top dose mostly 114 µM), for the others: top-dose activity change, negative = inhibition, hits mostly inhibitors | AlphaScreen BAZ2B-H3K14Ac peptide displacement | Q9UIF8 | actives 4.4% (n = 360,000); also: % is scaled to controls: 0 for no effect and ±100 for the full control effect; nearly all actives have a fitted effect of over 60% in size
#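 AlphaScreen displacement of biotin-H3(5-23)K14Ac peptide (50 nM final) from BAZ2B (50 nM final) in PBS pH 7.4, 0.01% Tween-20; complex preformed 30 min RT, then compounds (top 110 uM) 30 min RT, beads 20 min dark.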
# JMJD2A Tudor inh = blocks the human JMJD2A Tudor domain; Potency, µM (highest dose often 114 µM), for inactives: at the highest dose activity change, negative = inhibition, most hits filed as inhibitors; AID 504339; actives 4.4% (n = 390,000); AlphaScreen JMJD2A-Tudor / H3K4me3 peptide binding; also: % is scaled to controls: 0 for no effect and ±100 for the full control effect; nearly all actives have a fitted effect of over 50% in size
# GLS inh = blocks human kidney-isoform glutaminase activity; Potency, µM (doses to about 45.5 µM), without a hit: top-dose activity change, negative = inhibition, usual class: inhibitors; GLS enzymatic activity, qHTS titration; O94925; actives 0.21% (n = 410,000); AID 624170; also: % is scaled to controls: 0 for no effect and ±100 for the full control effect
#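 Compounds were pin-transferred onto hKGA, after which L-glutamine (1 mM solution) and a detection mix of glutamate oxidase, HRP and Amplex Red were added. Initial and 30 min RT fluorescence reads were collected.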
# G9a inh = blocks human histone lysine methyltransferase G9a; Potency, µM (series often up to 102 µM), without a hit: top-dose activity, negative = inhibition, actives largely listed as inhibitors; actives 8.8% (n = 350,000); Q96KQ7; G9a H3K9 monomethylation, AlphaScreen, 2 h; AID 504332; also: % is scaled to controls: 0 for no effect and ±100 for the full control effect; nearly all actives have a fitted effect of over 75% in size
# Target sequence (Q96KQ7 913-1193 limits assumed): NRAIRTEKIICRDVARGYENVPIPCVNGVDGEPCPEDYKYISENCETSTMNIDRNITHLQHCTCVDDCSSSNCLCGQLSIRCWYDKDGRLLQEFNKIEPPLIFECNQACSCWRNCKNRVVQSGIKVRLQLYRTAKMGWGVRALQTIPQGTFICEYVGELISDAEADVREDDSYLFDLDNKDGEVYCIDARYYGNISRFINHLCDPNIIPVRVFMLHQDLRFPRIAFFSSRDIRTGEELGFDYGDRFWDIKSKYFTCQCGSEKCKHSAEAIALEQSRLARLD
#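 Enzyme 20 nM + cpd, 15 min RT; add b-H3K9 pep 500 nM / SAM 20 uM; 2 h RT; anti-H3K9me1 Ab 0.5 ug/mL + SA donor / anti-rabbit acceptor beads 20 ug/mL each, 10 min; AlphaScreen read.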
# POLI inh = blocks human DNA polymerase iota activity; Q9UNA4; Pol iota fluorescent replication assay, 10 min; Potency, µM (titrated, usually from 115 µM), for inactives: at the highest dose activity, negative = inhibition, actives largely listed as inhibitors; actives 1% (n = 390,000); AID 588590
#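 Fluorescent replication assay read twice, at 0 min and 10 min after adding 50 nM (final) substrate. Enzyme (10 nM) and compounds were first incubated 15 min at room temperature; enzyme-free buffer wells were negative controls.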
# BLM helicase inh = blocks DNA unwinding by human BLM helicase | AID 2528 | P54132 | actives 0.2% (n = 350,000) | recombinant BLM DNA unwinding, fluorescence dequenching | Potency, µM (doses to about 56.1 µM), without a hit: top-dose activity change, negative = inhibition, hits mostly inhibitors;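 also: plate controls were vehicle for no effect and no enzyme for full effect; nearly all actives have a fitted effect of over 35% in size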
# Pin1 inhibitor = inhibitors of human Pin1; AID 504891; actives 0.009% (n = 390,000); Potency, µM (doses to about 115 µM), for inactives: top-dose activity, negative = inhibition, most hits filed as inhibitors; Pin1 FP peptide displacement, HiFluor488, 10 min; active = well fitted inhibition curve with a large enough effect in the polarisation, with a control signal flat, not every such curve was filed as active; inconclusive = small, poorly fitted or top-dose-only effect, or effect the other way, or a change in a side signal; inactive = no such curve, though single readings can be large or run the other way; the % refers to the polarisation; also: % is scaled to controls: 0 for no effect and ±100 for the full control effect
# Target sequence (Q13526 whole entry, looked up): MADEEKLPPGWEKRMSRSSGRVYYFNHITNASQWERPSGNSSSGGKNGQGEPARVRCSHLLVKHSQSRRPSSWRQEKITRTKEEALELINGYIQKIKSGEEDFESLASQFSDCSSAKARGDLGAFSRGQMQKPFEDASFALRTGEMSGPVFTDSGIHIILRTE
# Active calls of the source: *; i = inactive; ? = inconclusive; / = not tested or not shown; [ ] = another dose, or the depositor's remark. Unless noted, calls follow the shape of the dose curve; as a rule, active = well fitted curve in the direction sought with a large enough effect; inconclusive = small, poorly fitted or top-dose-only effect, or another doubt; inactive = no such curve, though single readings can be large; an effect the other way counts as inactive or inconclusive. Potency is read from the fitted curve at half-maximal effect.
# Sample of the layout, four compounds:
molecule	HP1b binding inh	Tb PGK inh	BAZ2B block	JMJD2A Tudor inh	GLS inh	G9a inh	POLI inh	BLM helicase inh	Pin1 inhibitor
Cc1nn(-c2ccccc2)c2c1C(c1ccncc1)C(C#N)=C(N)O2 (centres undefined)	8%	i	-8%	-20%	-1%	16µM*	?	-5%	-4%
COc1cccc(NC(=S)NCCCN2CCOCC2)c1	45%[activator]	7%	3%	-2%	11%	5%[59 µM]	5%	7%	-3%
O=C(Nc1ccccc1)C1CC(=O)n2c(nc3ccccc32)N1 (centres undefined)	-7%	-5%	9%	8.9µM*	13%	-13%[59 µM]	?	-2%	3%
COc1cc(C(c2nnnn2C2CCCC2)N2CCN(C(=O)c3ccco3)CC2)cc(OC)c1OC (centres undefined)	59%[activator]	i	-19%	-18%	6%	-14%	111%[activator]	-1%	-1%

# The listing, previewed entries included:
molecule	HP1b binding inh	Tb PGK inh	BAZ2B block	JMJD2A Tudor inh	GLS inh	G9a inh	POLI inh	BLM helicase inh	Pin1 inhibitor
Cc1nn(-c2ccccc2)c2c1C(c1ccncc1)C(C#N)=C(N)O2 (centres undefined)	8%	i	-8%	-20%	-1%	16µM*	?	-5%	-4%
COc1cccc(NC(=S)NCCCN2CCOCC2)c1	45%[activator]	7%	3%	-2%	11%	5%[59 µM]	5%	7%	-3%
O=C(Nc1ccccc1)C1CC(=O)n2c(nc3ccccc32)N1 (centres undefined)	-7%	-5%	9%	8.9µM*	13%	-13%[59 µM]	?	-2%	3%
COc1cc(C(c2nnnn2C2CCCC2)N2CCN(C(=O)c3ccco3)CC2)cc(OC)c1OC (centres undefined)	59%[activator]	i	-19%	-18%	6%	-14%	111%[activator]	-1%	-1%
Cc1[nH]c2ccccc2c1C(=O)C(=O)N1CCN(c2cccc(Cl)c2)CC1	1%[57 µM]	3%	-37%	?	-5%	?	2%	-11%	12%
O=C(Oc1ccc([N+](=O)[O-])cc1)c1cc(-c2ccccc2)nc2ccccc12	3%	-7%	-21%	-31%	7%	?	-4%	1%	1%
CC1=C(C(=O)OC2CCCCC2)C(c2cccnc2)n2nnnc2N1 (centres undefined)	14%	5%	5%	-5%	4%	?	154%[activator]	-8%	-2%
CC1=NN(c2ccccc2)C(=O)/C1=C/C=C/C=C/N(C)C	?	?	13µM*	?	-5%	18µM*	45µM*	-14%	?
Cc1ccc(SCc2[nH]nc3c2C2(CCSCC2)C(C#N)=C(N)O3)cc1	-5%	-6%	?	?	29%	-42%[59 µM]	1%	-5%	2%
Cc1ccc2scc(N3CCCCC3)c(=O)c2c1	4%[57 µM]	i	?	?	19%	-4%[59 µM]	-3%	-1%	4%
Cc1nn(-c2ccccc2)c2c1C(c1ccco1)C(C#N)=C(N)O2 (centres undefined)	-39%	2%	40µM*	63µM*	21%	40µM*	7%	-5%	5%
O=C(COC(=O)c1cc(Br)ccc1O)NNC(=O)c1ccc(Cl)cc1	29%	-2%	6%	-8%	-1%	45µM*	16%	/	7%
CCn1c(=O)cc(SCC(=O)NCCc2cccc(C)c2)c2ccccc21	18%	i	-15%	-10%	4%	-35%[59 µM]	34%[activator]	-1%	0%
CCOC(=O)N1CCN(c2c(-c3ccc(C(C)C)cc3)c(=O)c2=O)CC1	22%	-2%	?	-14%	4%	45%[12.7 µM]	8%	-1%	-4%
CC1CCN(c2nn3c(=O)c(C(=O)NCCCOC(C)C)cnc3s2)CC1	45%[activator]	0%	32%[activator]	-18%	-1%	14%[59 µM]	50%[activator]	-2%	2%
COc1ccc(S(=O)(=O)n2nc(-c3ccco3)nc2NCc2ccc(C(C)C)cc2)cc1	50%[activator]	8%	-34%	-13%	-8%	-18%[59 µM]	28%	-11%	7%
CCCC(=O)Nc1nn(CC(C)C)c2nc3cc(C)ccc3cc12	37%	-2%	-2%	-4%	-1%	-50%	15%	-4%	7%
CCOC(=O)c1ccc(NC(=O)CN2CCN(C(=O)c3ccco3)CC2)cc1	4%	1%	-22%	-4%	3%	-2%	2%	-1%	1%
COc1ccc(OC)c(S(=O)(=O)Nc2cccc(C(C)=O)c2)c1	10%	2%	-1%	-5%	14%	6%[59 µM]	27%	-1%	4%
O=C(C1CCCN(S(=O)(=O)c2ccc(Br)s2)C1)N1CCN(c2ccccc2F)CC1 (centres undefined)	15%	5%	-8%	-6%	2%	?	26%	-6%	-3%
COc1ccc(-n2c(SCC(=O)N3CCCCC3)nc3ccccc3c2=O)cc1	15%	6%	1%	-5%	-6%	41%[activator]	32%[activator]	1%	30%
CCn1c(C2CC(=O)N(c3cc(C)cc(C)c3)C2)nc2ccccc21 (centres undefined)	18%	-9%	15%	-14%	-1%	-35%	27%	-2%	0%
CC(=O)NC(CC(=O)Oc1ccc(C)cc1Br)c1ccccc1 (centres undefined)	13%	-5%	?	-7%	5%	/	10%	-7%	4%
COc1ccc(-c2cc(C(=O)N/N=C/c3cc(OC)c(OC)cc3OC)c3ccccc3n2)cc1	13%	-1%	/	-8%	1%	/	184%[activator]	/	4%
COc1ccc(COC(=O)C2=C(C)NC(=O)NC2c2ccc(O)c(OC)c2)cc1 (centres undefined)	17%	-1%	-31%	-19%	41%[activator]	-16%	4%	-3%	2%
O=P(c1ccccc1)(c1ccccc1)C1CCCO1 (centres undefined)	15%	-3%	5%	1%[57.1 µM]	2%	-11%[59 µM]	1%	-6%	?
COc1cc(C2C3=C(COC3=O)Oc3cc4c(cc32)OCO4)cc(OC)c1OC(C)=O (centres undefined)	26%	0%	/	-1%	8%	/	49%[activator]	/	4%
CC(=O)Nc1ccc(S(=O)(=O)NCc2nc(-c3ccccc3Cl)no2)cc1	25%	3%	-1%	-1%	-4%	10%	6%	2%	-1%
CN(Cc1ccccc1Br)C(=O)CN1C(=O)NC2(CCCCCC2)C1=O	26%	7%	5%	-13%	4%	-7%[59 µM]	27%	/	-1%
COc1cc(OC)cc(C(=O)Nc2ccc3oc(-c4cccc5c(Br)cccc45)nc3c2)c1	31%	-1%	?	-10%	-7%	2%[59 µM]	-10%	-2%	5%
CCC(=O)Nc1ccc(NC(=O)CSc2nnc(-c3ccco3)n2CC)cc1	12%	8%	-2%	13%	-8%	1%	91%[activator]	1%	-5%
Oc1ccccc1-c1ccn[nH]1	38%	-8%	/	-4%	18%	/	2%	/	1%
CCOc1cc(C(=O)Nc2cc(C)ccc2OC)ccc1OCC(=O)N1CCCCC1	9%	-1%	2%	-3%	6%	19%[59 µM]	20%	-2%	2%
CCC(C)c1ccc(OCC(=O)Nc2ccc3c(c2)C(=O)NC3=O)cc1 (centres undefined)	7%	-8%	-25%	-33%	2%	25%	17%	-12%	-4%
CCOC(=O)C1CCCN(C(=O)C2CCN(S(=O)(=O)N3CCC4(CC3)OCCO4)CC2)C1 (centres undefined)	1%	-8%	3%	-3%	14%	-2%[12.7 µM]	13%	0%	1%
CCOc1ccc(NC(=O)c2c(C)oc3nc(C)nc(N4CCCC4)c23)cc1	26%	1%	-1%[57.1 µM]	-13%	6%	?	16%	0%	-2%
CC(=O)c1cccc(NC(=O)C(C)OC(=O)CCCN=C2NS(=O)(=O)c3ccccc32)c1 (centres undefined)	15%	-2%	9%	-7%	-5%	-44%	6%	/	-1%
COc1ccc(-c2cccc3c2NC(=O)C3=O)cc1OC	10%	-6%	/	?	12%	/	31%	/	3%
CCCC(=O)Nc1ccc(-c2csc(-c3cccnc3)n2)cc1	-7%	-2%	-3%	-21%	-2%	/	30%	-7%	-4%
O=S(=O)(NCCN1CCOCC1)c1ccc(Cl)c(Cl)c1	32%	-6%	2%	-2%	0%	?	?	-2%	-4%
O=C(Nc1cccc(C(F)(F)F)c1)c1ccc2snnc2c1	34%	9%	4%	3%	-3%	4%[59 µM]	9%	0%	1%
O=C(Nc1cc2ccccc2oc1=O)C1CCCCC1	13%	-1%	-1%[57.1 µM]	-5%	6%	17%	2%	-4%	-3%
Cc1c(Cl)c([N+](=O)[O-])nn1CCCC(=O)NC1CCCCC1	40%[activator]	1%	1%	5%	-2%	-4%	64%[activator]	-7%	-3%
O=C(ON=C1CCN(S(=O)(=O)c2ccccc2)CC1)c1cccc(Cl)c1	15%	i	2%	-11%	-22%	-9%[59 µM]	4%	-2%	8%
O=C(CN1C(=O)NC2(CCCCCCC2)C1=O)NCc1ccc2c(c1)OCO2	54%[activator]	11%	7%	-8%	7%	?	18%	-4%	-1%
Cc1nn(C(C)(C)C)c(NC(=O)c2ccccc2)c1C#N	31%[activator]	/	-16%	1%	1%	?	-22%	-3%	1%
CCOC(=O)C1=C(C)NC(=O)CC1c1cc2c(cc1[N+](=O)[O-])OCO2 (centres undefined)	23%	2%	/	-31%	7%	22µM*	5%	2%	3%
COC(=O)c1nnn(-c2cccc(Cl)c2)c1C(=O)OC	32%	-2%	5%	-7%	-18%	6%[59 µM]	-12%	-5%	-1%
COC(=O)C1CCN(CC(=O)Nc2ccccc2Sc2ccccc2)CC1	68%[activator]	i	26%	57%[activator]	?	54%[activator]	28%	-14%	2%
CCS(=O)(=O)N1CCC(NC(=O)c2ccco2)CC1	49%[activator]	-12%	6%	-24%[57.1 µM]	1%	3%	8%	1%	1%
Cc1cccnc1NC(=O)C1CCCN(S(=O)(=O)c2ccc3c(c2)oc(=O)n3C)C1 (centres undefined)	34%	-10%	7%	3%	0%	-10%	25%	-1%	-3%
O=C(Nc1ccc(Br)cc1F)c1sccc1-n1cccc1	20%	4%	13%	5%	1%	79%[activator][59 µM]	5%	-8%	3%
CC(=O)N1CCOc2ccc(S(=O)(=O)Nc3cccc(C)n3)cc21	2%	8%	2%	-23%	3%	-14%	11%	2%	1%
NC(=O)c1ccc(/C=N/O)[n+](Cc2ccccc2)c1	47%[activator]	i	-1%	6%	23%	1%	-4%	-2%	-2%

# Not all compounds are listed; count on the stated rates, not on these rows.
